All columns: NCI-60 one-dose screen, growth in % after 48 h at 10 µM unless noted; 100 = growth as untreated, 0 = no growth, -100 = all killed.
CAKI-1: CAKI-1 renal cancer | 75,000 tested, 4.7% active
786-0: 786-0 renal cancer cells. 81,000 tested, 5.1% active
U251: U251 CNS tumor cells; 80,000 tested, 5.4% active; AID 1794753
A498: A498 renal cancer cells. 76,000 tested, 5.4% active. AID 1794774
TK-10: TK-10 renal cancer cells; 81,000 tested, 3.9% active
RXF 393: RXF 393 renal cancer cells. 77,000 tested, 6.9% active
SN12C: SN12C renal cancer cells; 81,000 tested, 3.8% active
ACHN: ACHN renal cancer. 81,000 tested, 4.9% active. AID 1794771
UO-31: UO-31 renal cancer. 81,000 tested, 5.2% active. AID 1794768
Starred values were filed as active, the others as inactive; . = no result given; & = joins results of further samples; [ ] = dose if it differs, or a comment. The calls were made as follows: active = growth percent below 10; inactive = the rest.

1: CC(C)OC(c1cc2c(cc1Br)OCO2)C(C)Br (stereo not drawn)
2: NCCn1cc(-c2nc(-c3c[nH]c4ncccc34)cs2)c2cc(Br)ccc21
3: C[C@@H]1CN(C(=O)CCOS(C)(=O)=O)[C@@H](C)CN1C(=O)CCOS(C)(=O)=O
4: Cc1ccc(-c2nc(SCC(=O)c3ccccc3)nc(Nc3cccc(S(N)(=O)=O)c3)c2C#N)cc1
5: CSc1ccc(NC(=O)Nc2ccc(C(=O)NCC(=O)O)cc2)cc1
6: COC(=O)[C@@H](Cc1ccccc1)NC(=O)[C@H](Cc1ccccc1)NCc1cccc(O)c1
7: Nc1cc(Cl)c(F)cc1Cl
8: CC(=O)OC1CCC2(C)C(CCC3C4CCC(C(C)=O)C4(C)CC(=O)C32)C1 (stereo not drawn)
assay / compound	1	2	3	4	5	6	7	8
CAKI-1	95	.	88	86	106	89	95	87
786-0	95	87	99	98	103	98	101	88
U251	93	68	122	104	104	95	108	98
A498	83	94	93	104	127	85	91	112
TK-10	99	149	116	114	143	94	104	97
RXF 393	109	81	122	87	122	118	95	103
SN12C	109	78	108	98	109	101	104	105
ACHN	103	76	116	101	107	112	100	92
UO-31	94	62	107	76	101	92	102	84

9: CCc1cc2c(cc1C(C)=O)C(C)CCC2(C)CC (stereo not drawn)
10: CCOC(=O)c1nnn(-c2ccn(C)n2)c1C
11: COc1c(B(O)O)cc(F)cc1-c1nc2c(F)cc3[nH]ncc3c2c2c1CCCC2
12: O=C(N=Nc1c(O)[nH]c2ccc(Br)cc12)c1ccc2nc(-c3ccc(Cl)cc3)[nH]c2c1
13: CCN1CCN(c2cc3c(cc2F)c(=O)c(C(=O)O)cn3C2CC2)CC1
14: Cc1ccc2[nH]c(=O)c([N+](=O)[O-])c(N=[N+]=[N-])c2c1
15: CCCCCCCCCCCCNCc1ccccc1
16: CNC(=O)N(C)C(=O)c1ccccc1C(=O)N(C)C(=O)NC
assay / compound	9	10	11	12	13	14	15	16
CAKI-1	101	92	0.1*	68	111	80	82	104
786-0	105	96	29	-74*	91	103	97	101
U251	98	93	11	-92*	99	89	92	97
A498	.	108	-31*	115	105	115	93	106
TK-10	97	98	21	54	127	103	102	114
RXF 393	128	121	-45*	-42*	94	102	103	108
SN12C	103	107	17	-51*	101	86	92	92
ACHN	102	107	4.3*	51	97	94	96	105
UO-31	89	88	3.6*	73	74	69	71	81

17: COc1cc2c(c(OC)c1OC)CCC(c1cccc(C(=O)Nc3ccc([N+](=O)[O-])cc3)c1)O2 (stereo not drawn)
18: CCOC(=O)c1cc(-c2cccnc2)nc2c(Cl)cc(Cl)cc12
19: COc1cc2ncnc(Nc3ccc(S(=O)(=O)Nc4cc(C)on4)cc3)c2cc1OCCCN1CCN(C)CC1
20: CCN1CCN(C2=Nn3c(nnc3-c3cc(C(F)(F)F)cc(C(F)(F)F)c3)SC2)CC1
21: O=CCCCOCc1ccccc1
22: O=C(CC(c1ccccc1)C1CCCCC1=O)c1ccccc1 (stereo not drawn)
23: c1ccc(-n2c(SCCc3c[nH]c4ccccc34)nnc2-c2ccncc2)cc1
24: COC(=O)CCC1=C(C)/C(=C/c2[nH]c(-c3ccc[nH]3)cc2OC)N=C1C
assay / compound	17	18	19	20	21	22	23	24
CAKI-1	50	105	94	90	98	92	91	11
786-0	70	73	110	.	98	99	107	13
U251	58	70	101	102	104	35	99	-1.5*
A498	26	103	100	87	86	75	96	67
TK-10	58	76	109	109	98	101	115	28
RXF 393	70	.	107	.	113	101	81	24
SN12C	51	87	98	100	99	104	98	35
ACHN	41	74	104	98	101	104	101	8.4*
UO-31	29	75	89	81	95	68	67	-51*

25: Cc1cc(NC(=O)c2ccc(C)c(Nc3nccc(-c4cccnc4)n3)c2)cc(-n2cnc(C)c2)c1
26: Cn1c(=O)c2c(nc(Sc3nc(-c4ccc(F)cc4)c(C#N)c(=O)[nH]3)n2Cc2ccc(F)cc2)n(C)c1=O
27: Cc1ccc(Oc2nc3ccccc3cc2-c2nnc(-c3ccc(Cl)cc3)o2)cc1
28: N=c1c2cc(-c3ccccc3)oc2ncn1N
29: CCCCCCCCCCCCCCCCNC(=S)N/N=C/c1ccc(N(CC)CC)cc1
30: O=C(c1ccccc1)C1C(=O)N2C(=S)N(c3ccccc3)C(=O)C2C1c1ccc(Cl)cc1 (stereo not drawn)
31: O=C(OOC(=O)c1ccccc1)c1ccccc1
32: O=C(/C=C/c1ccccc1O)c1cc2ccccc2oc1=O
assay / compound	25	26	27	28	29	30	31	32
CAKI-1	-80*	87	.	89	95	83	100	84
786-0	-30*	91	90	102	91	100	98	102
U251	.	100	89	73	84	98	103	105
A498	.	45	66	113	110	82	91	94
TK-10	-21*	142	137	159	100	126	109	110
RXF 393	-3.3*	60	91	108	115	90	.	.
SN12C	28	88	92	92	93	92	107	104
ACHN	-14*	87	89	91	102	92	107	101
UO-31	-55*	61	52	70	48	67	84	66

The final 4 entries of the section above lead into the next.
29: CCCCCCCCCCCCCCCCNC(=S)N/N=C/c1ccc(N(CC)CC)cc1
30: O=C(c1ccccc1)C1C(=O)N2C(=S)N(c3ccccc3)C(=O)C2C1c1ccc(Cl)cc1 (stereo not drawn)
31: O=C(OOC(=O)c1ccccc1)c1ccccc1
32: O=C(/C=C/c1ccccc1O)c1cc2ccccc2oc1=O
33: Oc1ccc(OCCOc2ccc(O)cc2)cc1
34: Oc1ccc(Cl)cc1/C=N/N1CCCCCC1
35: C=C(C)[C@@H]1CC[C@]2(COC(=O)Oc3ccc([N+](=O)[O-])cc3)CC[C@]3(C)[C@H](CC[C@@H]4[C@@]5(C)CC[C@H](O)C(C)(C)[C@@H]5CC[C@]43C)[C@@H]12
36: C/C(=N/O)c1ccc2c(c1)CCCC2
37: [2H]c1c([2H])n([C@@H]2O[C@H](COC(=O)C([2H])([2H])[2H])[C@@H](OC(=O)C([2H])([2H])[2H])[C@H]2OC(=O)C([2H])([2H])[2H])c(=O)[nH]c1=O
38: Cc1cc(CN(CCO)CCO)c(O)c(CN(CCO)CCO)c1
39: IC(I)I
40: O=C(c1ccc2nc(NS(=O)(=O)c3ccc4ccccc4c3)sc2c1)N1CCN(c2ccc(Cl)cc2)CC1
assay / compound	29	30	31	32	33	34	35	36	37	38	39	40
CAKI-1	95	83	100	84	11	100	87	.	.	100	103	95
786-0	91	100	98	102	28	100	111	100	95	105	101	97
U251	84	98	103	105	50	98	100	100	102	75	102	97
A498	110	82	91	94	100	.	132	77	136	93	.	106
TK-10	100	126	109	110	88	108	125	101	93	100	107	99
RXF 393	115	90	.	.	72	117	102	111	108	100	125	103
SN12C	93	92	107	104	60	84	100	105	97	91	95	98
ACHN	102	92	107	101	6.7*	99	104	107	106	107	110	99
UO-31	48	67	84	66	4.8*	.	95	93	90	94	97	73

41: Cc1cc(Nc2nc(-c3ccncc3)nc3ccccc23)n[nH]1
42: C#CCNC(=O)CC[C@]1(C)[C@H]2CC[C@@H]3[C@@H]([C@@](C)(O)CCC=C(C)C)CC[C@@]3(C)[C@]2(C)CC[C@H]1C(=C)C
43: CCCn1c(O)c(N=Nc2nc(-c3cc4ccccc4oc3=O)cs2)c2ccccc21
44: Oc1ccc(C=NCCN=Cc2ccc(O)cc2O)c(O)c1
45: O=c1nc(/C=C/c2ccc(Cl)cc2)oc2ccccc12
46: CC(C)OC(=O)Nc1cc(C(F)(F)F)cc(C(F)(F)F)c1
47: Cc1ccccc1CO
48: CC1=C2[C@@H](CC1)[C@]1(C)O[C@@](C(C)C)(C[C@H]1OC(=O)[C@H](C)N)[C@H]2OC(=O)/C=C/c1ccccc1
assay / compound	41	42	43	44	45	46	47	48
CAKI-1	-6.2*	1.8*[100 µM]	102	94	92	92	67	92
786-0	48	-68*[100 µM]	94	109	112	100	99	108
U251	115	-71*[100 µM]	77	98	101	103	109	93
A498	4.5*	67[100 µM]	116	100	102	96	98	109
TK-10	62	70[100 µM]	105	101	120	96	88	101
RXF 393	.	31[100 µM]	34	109	108	107	.	117
SN12C	62	44[100 µM]	92	92	98	107	110	102
ACHN	40	7.7*[100 µM]	92	92	94	103	110	101
UO-31	33	-96*[100 µM]	94	72	67	92	107	71

49: Cc1cc2[nH]c(=O)c3c4ncccc4cn3c2cc1C
50: CCOC(=O)CC[C@H](NC(=O)c1ccc(NC(=O)Cn2cnc3c(c(C)nn3-c3ccc(F)cc3)c2=O)cc1)C(=O)OCC
51: CC1(C(=O)O)CCC(N)(C(=O)O)C1(C)C (stereo not drawn)
52: O=C1CCC23OC(C(O)c4ccccc4N12)C1C(c2ccccc2)=NOC13 (stereo not drawn)
53: CC/C(=C(/c1ccc(Cl)cc1)c1ccc(OCCN2CCCC2)cc1)c1ccc(Cl)cc1
54: O=C(NNc1nc2cc(F)ccc2n2c(CO)ccc12)c1cnccn1
55: COc1ccc2c(c1)OC1=C(C(=O)OC1)C2c1cc(OC)c2c(c1)OCCO2 (stereo not drawn)
56: COc1ccc(OC)c(-n2cc(C#N)c(N)c2C(=O)c2ccc(C)cc2)c1
assay / compound	49	50	51	52	53	54	55	56
CAKI-1	-25*	88	114	.	85	.	48	93
786-0	7.0*	97	109	102	95	17	21	97
U251	24	93	105	111	92	16	20	98
A498	105	91	88	128	87	8.5*	-1.6*	96
TK-10	18	96	101	116	107	21	76	93
RXF 393	18	91	126	129	121	.	38	112
SN12C	39	89	107	104	107	22	27	100
ACHN	32	102	116	105	94	10	28	106
UO-31	37	85	87	70	80	8.7*	46	91

57: CCCCOc1ccc(OCCCN2CCN(C(=O)OCC)CC2)cc1
58: NC(=O)c1cccc(N)c1
59: CN(C)c1ccc(N=Nc2ccc(S(=O)(=O)O)cc2)cc1
60: O=C(CCCC(=O)NCc1ccc(Cl)cc1Cl)NCc1ccc(Cl)cc1Cl
61: O=C(Nc1ncc(Cc2cccc(Cl)c2)s1)C1COc2ccccc2O1 (stereo not drawn)
62: O=C(O)CCCCSCCCCC(=O)O
63: Cc1cc(OC(=O)c2nnn(-c3ccccc3Cl)c2C)nc2[nH]c(=O)sc12
64: Cc1ccc(S(=O)(=O)N(C(=S)OCCN2C(=O)c3ccccc3C2=O)c2ccccc2F)cc1
assay / compound	57	58	59	60	61	62	63	64
CAKI-1	80	.	98&96	95	82	100	81	80
786-0	97	98	109&112	100	95	101	107	93
U251	92	93	101&87	86	86	93	.	94
A498	102	112	106&88	.	101	118	100	88
TK-10	106	100	97&98	96	101	92	114	105
RXF 393	107	117	92&113	110	90	111	102	.
SN12C	90	97	97&100	96	88	.	95	96
ACHN	92	102	101&96	102	95	104	100	92
UO-31	79	95	82&71	73	81	93	79	73

Taken from above.
786-0, CCCCOc1ccc(OCCCN2CCN(C(=O)OCC)CC2)cc1 stands at 97
786-0, CN(C)c1ccc(N=Nc2ccc(S(=O)(=O)O)cc2)cc1 stands at 109&112

(list continues)
65: Cc1ccc(-c2nc3ccc(C(=O)N=Nc4c(O)[nH]c5ccc(Br)cc45)cc3[nH]2)cc1
66: CCC/C=C(\C)C(C#N)CC (stereo not drawn)
67: COc1cc(/C=C/c2nnc(-c3cc(-c4ccc(C)c(C)c4)n[nH]3)o2)cc(OC)c1OC
68: CCCCOCCOC(=O)c1ccccc1O
69: CCOC(=O)NC(=S)Nc1ccc2c(ccn2C(=O)c2cccc(F)c2)c1
70: CN(C)CCCn1c2c(c3ccc(-c4ccn[nH]4)cc3c1=O)C(=O)c1ccccc1-2
assay / compound	65	66	67	68	69	70
CAKI-1	93	93	90	112	98	.
786-0	36	100	92	100	97	2.5*
U251	-76*	98	77	97	104	17
A498	137	93	114	103	101	52
TK-10	114	99	.	101	125	54
RXF 393	66	105	80	103	96	68
SN12C	95	102	82	89	100	5.4*
ACHN	101	102	104	104	105	-29*
UO-31	80	87	62	96	92	26

Reformatted bar-delimited: entries from further up.
nr | structure | CAKI-1 | 786-0 | U251 | A498 | TK-10 | RXF 393 | SN12C | ACHN | UO-31
56 | COc1ccc(OC)c(-n2cc(C#N)c(N)c2C(=O)c2ccc(C)cc2)c1 | 93 | 97 | 98 | 96 | 93 | 112 | 100 | 106 | 91
57 | CCCCOc1ccc(OCCCN2CCN(C(=O)OCC)CC2)cc1 | 80 | 97 | 92 | 102 | 106 | 107 | 90 | 92 | 79
58 | NC(=O)c1cccc(N)c1 | . | 98 | 93 | 112 | 100 | 117 | 97 | 102 | 95
59 | CN(C)c1ccc(N=Nc2ccc(S(=O)(=O)O)cc2)cc1 | 98&96 | 109&112 | 101&87 | 106&88 | 97&98 | 92&113 | 97&100 | 101&96 | 82&71
60 | O=C(CCCC(=O)NCc1ccc(Cl)cc1Cl)NCc1ccc(Cl)cc1Cl | 95 | 100 | 86 | . | 96 | 110 | 96 | 102 | 73
61 | O=C(Nc1ncc(Cc2cccc(Cl)c2)s1)C1COc2ccccc2O1 (stereo not drawn) | 82 | 95 | 86 | 101 | 101 | 90 | 88 | 95 | 81

Compounds as they come; any-hit rate near 12%.
